# HIV RNase H inh = blocks HIV-1 RNase H cleavage of RNA/DNA duplex; P04585; RT-RNase H RNA/DNA duplex cleavage, fluorescence; 65,000 tested, 1.9% active; inhibition, % at 10 µM; in the data active = inhibition above about 50%
# RmlCD inh mix = inhibitors of RmlC and RmlD coupled enzymes. inhibition, % at 5.5 µM. 110,000 tested, 0.39% active. RmlC/RmlD coupled enzyme inhibition, 384-well mixture HTS; in the data active = inhibition above about 30%, passing the limit was not always enough; note: strong numbers were not always called active
# An asterisk follows results filed as active; · = no result given.
SMILES,HIV RNase H inh,RmlCD inh mix
CCN(CC)c1ccc(NC(=O)C2CC3CCC2C3)cc1 (centres undefined),11,7
CS(=O)(=O)Nc1ccccc1C(=O)Nc1cc(Cl)cc(Cl)c1,·,91
COc1ccc2[nH]cc(CCN)c2c1,·,6
Clc1cccc(-c2nnc3sc(-c4ccccc4)nn23)c1,-18,·
COC(=O)c1ccccc1NC(=O)C1CC=CCC1C(=O)O (centres undefined),-2,3
CCN(CC)CCN1C(=O)c2ccccc2NC1c1ccc(F)cc1 (centres undefined),·,21
O=C(c1cnc2n(c1=O)CCS2)N(C1CCCCC1)C1CCCCC1,-2,-11
Cn1c(C(=O)NCCc2c[nH]c3ccccc23)cc2sccc21,-55,-6
CCNC(=O)c1oc2c(c1C)C(=O)CC(C)(C)C2,·,-2
COc1ccc(CC(=O)NCc2cccs2)cc1OC,·,2
COc1cc(C)c(C(C)C)cc1S(=O)(=O)n1cnc(C)c1,-46,-7
CC12CN3CC(C)(CN(C1)C3c1ccncc1)C2=O (centres undefined),2,10

# Next part; it opens with the 4 that closed the last part.
SMILES,HIV RNase H inh,RmlCD inh mix
CCNC(=O)c1oc2c(c1C)C(=O)CC(C)(C)C2,·,-2
COc1ccc(CC(=O)NCc2cccs2)cc1OC,·,2
COc1cc(C)c(C(C)C)cc1S(=O)(=O)n1cnc(C)c1,-46,-7
CC12CN3CC(C)(CN(C1)C3c1ccncc1)C2=O (centres undefined),2,10
CCOC(=O)C1=C(C)N(C)C(=O)NC1c1cccc(O)c1 (centres undefined),-4,-13
CCOc1ccc(N(CC(=O)NC2CCCC2)C(=O)CSc2nnc(COc3ccccc3)o2)cc1,·,5
CC(C)C(NC(=O)c1ccccc1)C(=O)NC1=NCCS1 (centres undefined),-12,5
Cc1[nH]n(-c2ccccc2)c(=O)c1/C=N/n1c(C)nc2ccccc2c1=O,·,-1
Cc1ccc(CSc2nnc(Cn3c(=O)sc4ccccc43)n2C)cc1,-13,7
C[C@H](NC(=O)Cn1cncn1)c1ccccc1,·,10
CC(C)CCNC(=O)NC(=O)Cn1cc(C(F)(F)F)ccc1=O,·,-11
CN(C(=O)c1cccnc1)c1nc(-c2ccccc2)cs1,9,-7
CCOC(=O)c1c(C)nc2sc3c(c2c1-c1ccc(OC)cc1)NC(c1ccc(OC)cc1)NC3=O (centres undefined),·,9
COCCNc1nc2c(c(=O)n(C)c(=O)n2C)n1Cc1cccc(C)c1,0,6
CCn1c2c(c3cc(C(=O)O)ccc31)CCCC2=O,-12,17
CCOC(=O)C1CCN(c2ncnc3c2oc2ccc(Br)cc23)CC1,-29,·

# Compounds listed so far with fluorine, in the order listed:
SMILES,HIV RNase H inh,RmlCD inh mix
CCN(CC)CCN1C(=O)c2ccccc2NC1c1ccc(F)cc1 (centres undefined),·,21
CC(C)CCNC(=O)NC(=O)Cn1cc(C(F)(F)F)ccc1=O,·,-11

# Next part
SMILES,HIV RNase H inh,RmlCD inh mix
Cc1ccc(-c2nnn(CC(=O)N(Cc3ccccc3)C(C(=O)NC(C)(C)C)c3ccncc3)n2)o1 (centres undefined),8,-13
Cn1c(Cn2c(=O)sc3ccccc32)nnc1SCC(=O)N1CCCCCC1,-5,-3
Cc1ccc(C(=O)O/N=C/c2c(N3CCOCC3)n(C)c3ccccc23)cc1,·,-14
O=C(NCC(=O)N(c1cccc(F)c1)C(C(=O)NCC1CCCO1)c1ccccc1)c1ccco1 (centres undefined),-3,-15
Cc1csc(SCc2ccccc2C(=O)O)n1,-13,-5
CN(Cc1ccccc1)C(=O)CSc1nc2c(c(C(F)(F)F)n1)CCc1ccccc1-2,·,-3
Clc1ccc(CSc2nnc(-c3cccnc3)n2Cc2ccco2)c(Cl)c1,-37,8
C=C(CC1([C@@H](NP(=O)(c2ccccc2)c2ccccc2)[C@H]2C[C@@H]2CCCC)CC1)c1ccccc1,·,2
O=C(NC(=S)Nc1ccc(Cl)cn1)c1cccs1,·,16
CC(C)NS(=O)(=O)c1ccc(OCC(=O)N(C)Cc2ccccc2)cc1,·,2
O=C1c2ccccc2C(=O)c2c1oc(C(F)(F)F)c2C(=O)c1ccccc1,·,12
COc1ccc(NC(=O)N(Cc2cccnc2)Cc2ccccc2Cl)c(OC)c1,-12,5

# Structures above that contain an aryl thioether with sulfur outside any ring, in the order listed:
SMILES,HIV RNase H inh,RmlCD inh mix
CCOc1ccc(N(CC(=O)NC2CCCC2)C(=O)CSc2nnc(COc3ccccc3)o2)cc1,·,5
Cc1ccc(CSc2nnc(Cn3c(=O)sc4ccccc43)n2C)cc1,-13,7
Cn1c(Cn2c(=O)sc3ccccc32)nnc1SCC(=O)N1CCCCCC1,-5,-3
Cc1csc(SCc2ccccc2C(=O)O)n1,-13,-5
CN(Cc1ccccc1)C(=O)CSc1nc2c(c(C(F)(F)F)n1)CCc1ccccc1-2,·,-3
Clc1ccc(CSc2nnc(-c3cccnc3)n2Cc2ccco2)c(Cl)c1,-37,8

# Carrying on:
SMILES,HIV RNase H inh,RmlCD inh mix
O=C(/C(=C/c1ccc(Cl)cc1)c1nc2ccccc2[nH]1)c1cccs1,·,13
Cc1cccc(N2CCN(C(=O)CCNC(=O)Cn3ccc4ccccc4c3=O)CC2)c1C,-6,-12
CCN(CC)C(=O)CC(c1ccc(N(C)C)cc1)c1c(OC)cc(OC)c2ccc(=O)oc12 (centres undefined),·,-8
Cc1cc(Nc2cccc(C)c2C)n2nc(C)nc2n1,-17,·
COc1ccc(-c2ccc3c(N)c(C(=O)c4cccc(OC)c4)sc3n2)cc1,·,19
COc1ccc(C(=O)Nc2ccc3oc(-c4cccc(F)c4)nc3c2)cc1OC,16,·
CCOC(=O)C1CCCN(C(=O)c2cccs2)C1 (centres undefined),-9,9
Cc1ccc2c(C)nc(Nc3nc(CSc4nc5ccccc5[nH]4)cc(=O)[nH]3)nc2c1,·,7
COC(=O)c1ccccc1NC(=O)CSc1nc2c(c(=O)n(C)c(=O)n2C)n1C,0,·
COc1ccccc1NC(=O)CSc1nnc(-c2ccncc2)o1,0,-10
CC(C)CCNc1nc(-c2ccco2)c2c(c1C#N)CCCC2,·,-218
CCCCCCOc1ccc(CN2CCN(CCO)CC2)cc1,5,11
Cc1ccc(S(=O)(=O)N/N=C\c2ccccc2OCc2ccccc2)cc1,·,-8
CN(C(=O)COC(=O)COc1ccc(Cl)cc1)C1CCCCC1,-16,4
CC(=O)Nc1ccc(-c2nnc(SCc3ccc(C)cc3)n2C)cc1,·,-10
COc1ccc(-c2cc3nc(C)cc(NCCO)n3n2)cc1,-4,5
CCc1ccc(NC(=O)C2CCN(S(=O)(=O)c3c(C)[nH]c(=O)[nH]c3=O)CC2)cc1,·,23
CCOc1cc(S(=O)(=O)N2CCN(CC)CC2)ccc1Cl,-1,-16
O=c1[nH]c2ccc(Cl)cc2c(=O)n1Cc1ccco1,-32,9
C=CCOn1c(=O)c(-c2ccc(OC)cc2)[n+]([O-])c2ccccc21,0,-3
COc1ccc(NC(=O)CN2CCN(c3ccccc3Cl)CC2)cc1,·,-14
CSc1nc(-c2ccccc2)nn1C(=O)c1ccco1,·,-1
CCNC(=O)NC(=O)CSc1nc2ccccc2n1CCOC,·,-5
CCOC(=O)C1CCN(C(=O)C2CCN(S(=O)(=O)c3cccc4cccnc34)CC2)CC1,-6,4
Cc1c(-n2c(SCC(=O)O)nnc2-c2ccccc2Cl)c(=O)n(-c2ccccc2)n1C,-8,·
O=C(NCc1ccc(OC(F)(F)F)cc1)C1CC(c2c(Cl)cccc2Cl)=NO1 (centres undefined),·,-75
COc1ccc(NC(=O)[C@@H]2CC=C[C@@H]3CCN(C4CCCCC4)C(=O)[C@@H]32)cc1,·,10
CCOc1ccc(C2C(C#N)=C(N)Oc3n[nH]c(C)c32)cc1OC(=O)C1CC1 (centres undefined),2,-10
Cc1cc(C(=O)CSc2nnnn2C)c(C)n1CCc1ccc(F)cc1,13,-12
CCOC(=O)C1=C(O)CCn2c1nc1ccccc12,-4,104
CCOC(=O)C1CCN(C(=O)CCNC(=O)c2cc(OC)c(OC)c(OC)c2)CC1,7,-20
COC(=O)c1ccc(/C=N/N2CCN(Cc3ccccc3)CC2)cc1,·,-16
O=C(N/N=C/c1cc2c(cc1Cl)OCO2)c1ccccn1,·,-7
COc1cc(NS(=O)(=O)c2ccc(NC(=S)NC(=O)C(C)(C)C)cc2)nc(OC)n1,·,14
COc1ccccc1N1CCN(C/C(O)=C(\C#N)c2nc(-c3ccccc3)cs2)CC1,13,-11
Cc1ccc2c(c1)NC(=O)CC(c1ccccc1)=N2,·,1

# Full records, quoted from the list. Values in the order: HIV RNase H inh | RmlCD inh mix
# `Cc1ccc2c(c1)NC(=O)CC(c1ccccc1)=N2` across the screens: · | 1
# `CCOC(=O)C1CCN(C(=O)CCNC(=O)c2cc(OC)c(OC)c(OC)c2)CC1` across the screens: 7 | -20
# `Cc1cc(C(=O)CSc2nnnn2C)c(C)n1CCc1ccc(F)cc1` across the screens: 13 | -12

# Going on with the list.
SMILES,HIV RNase H inh,RmlCD inh mix
Cc1ccc(NC(=O)N2CCCC2C(=O)NCCC2=CCCCC2)cc1 (centres undefined),1,3
COCC(C)n1c(-c2ccc3c(c2)NC(=O)CO3)csc1=Nc1ccc(OC(F)F)cc1 (centres undefined),·,-16
COc1cccc(C(=O)N(Cc2cc3cc(C)ccc3[nH]c2=O)CC2CCCO2)c1 (centres undefined),-1,1
Cc1cc(NC(=O)c2ccccc2F)n(-c2nc3ccccc3[nH]2)n1,14,0
CC(=O)Nc1nc2c(F)cccc2s1,-7,-4
Cc1ccc(S(=O)(=O)N2CCN(C(=O)N3CCOCC3)C2c2ccc(N(C)C)cc2)cc1 (centres undefined),-11,9
COc1ccccc1NC(=S)N(CCc1nc2cc(C)c(C)cc2[nH]1)Cc1cccnc1,·,-6
Cc1c(C)[n+](=O)c2c(n1[O-])CCC2,4,6
CC(=O)C1=C(C)NC(SCC(=O)c2ccc(Cl)c(Cl)c2)=C(C#N)C1c1ccco1 (centres undefined),-63,3
Cc1ccc(C(=O)N/C(=C\c2cccs2)C(=O)NCCCn2ccnc2)cc1C,·,3
CC(=O)N1CCN(c2ccc(NC(=O)COc3ccc(Cl)cc3Cl)cc2)CC1,1,8
COc1ccccc1-c1noc(-c2cccnc2)n1,-41,7
Cc1ccc(C(=O)NC(Cc2c[nH]c3ccccc23)C(=O)O)o1 (centres undefined),5,-12
CCOC(=O)c1ccc(N2C(=O)CC(Sc3nnc(C)s3)C2=O)cc1 (centres undefined),36,4
Nc1cc2c(cc1C(=O)c1ccc(Cl)cc1)OCCO2,·,7
O=c1c2cnn(-c3ccc(F)cc3)c2ncn1Cc1ccccn1,-7,9
CCOc1ccccc1C(=O)NCCCn1ccnc1,-14,11
CC1(C(=O)N(CC(=O)NC2CCCC2)Cc2ccco2)CC(=O)N=C2C=CC=CN21 (centres undefined),-2,14
CCn1c(=N)n(CC(=O)c2ccc(OC)cc2)c2ccccc21,·,5
COc1cccc(C2C(=O)N(C3CCCCC3)CC(=O)N2Cc2ccc(F)cc2)c1 (centres undefined),·,-2
Oc1c(C=NCc2ccncc2)sc2ccccc12,16,8
Fc1cccc(Cl)c1CSc1nnc(COc2cccc3cccnc23)o1,-53,145
N#Cc1cnn(Cc2ccc(Cl)cc2)c1N,-4,1
CCOC(=O)N1CCN(c2nnnn2-c2ccccc2)CC1,-9,-4
CC(C)C(=O)N(c1ccc2oc(=O)sc2c1)S(=O)(=O)c1cccs1,27,10
O=C(Nc1ccccc1N1CCN(C(=O)c2ccc(Cl)cc2)CC1)c1cccnc1,1,7
CC(=O)OCC(=O)NCc1ccc2c(c1)OCO2,4,4
CCOC(=O)N1CCC(NC(=O)c2cnc3n(c2=O)CCS3)CC1,5,7
CCOCCCNC(=O)C(NC(=O)CC1NC(=O)NC1=O)c1ccc(Cl)cc1 (centres undefined),7,-8
CN(C)S(=O)(=O)c1ccc2c(c1)c(=O)c(C(=O)N1CCOCC1)cn2C,-3,5
O=C(NNC(=O)c1cccnc1)Nc1ccccc1,·,2
COC(=O)C1=C(C)NC2=C(C(=O)CCC2)C1c1cccs1 (centres undefined),-28,6
Cc1cccc(NC(=O)CSc2nc(C)c(CC(=O)c3ccc(Br)cc3)c(C)c2C#N)c1C,·,-13
CC(=O)c1ccc(N2CCN(C(=O)c3ccc4c(=O)n(-c5ccccc5)c(=O)[nH]c4c3)CC2)cc1,·,10
Cc1ccc(-n2nc3c4c(cccc4c2=O)-c2ccccc2-3)cc1,·,7
CCCN=C1N/C(=C\c2ccco2)C(=O)N1c1ccccc1,·,-2
CC(/C=N/n1c(-c2ccccc2)n[nH]c1=S)=C\c1ccco1,·,6
COc1cccc(N2CCN(C3CC(=O)N(c4ccc(Cl)c(Cl)c4)C3=O)CC2)c1 (centres undefined),-2,4
CCC(C)OC(=O)c1c(N)n(Cc2cccs2)c2nc3ccccc3nc12 (centres undefined),·,-83
CCOc1ccc(C(=O)NN2C(=O)C3C4C=CC(O4)C3C2=O)cc1 (centres undefined),·,7
CCOc1c(Br)cc(C(N)=O)cc1OC,-12,-10
CCOc1ccc(NC(=O)c2cnc3scc(C)n3c2=O)cc1,-12,-7
Cc1ccc(C)c2[nH]c(=O)c(CN(CCCN(C)C)C(=O)NCc3ccccc3)cc12,-17,7
COc1ccc(C(=O)CCC(=O)O)c(C)c1,·,-9
CCOC(=O)/C(=N\Nc1cccc(C(F)(F)F)c1)N(CCOC)CCOC,·,-11
O=S(=O)(Nc1ccc2c(c1)nc1n2CCN(Cc2ccccc2)C1)c1ccc(Cl)cc1,10,9
Cc1[nH]c2ccc3c(ncn3CCC#N)c2c1C,-3,9
CCn1cc(C(=O)O)c(=O)c2cnc(N3CCN(C(=O)Nc4ccccc4)CC3)nc21,0,·
CCOc1ccc(OCCSc2nc3ccccc3o2)cc1,·,11
O=C(Nc1ccccc1C(=O)O)c1ncn[nH]1,3,4
COc1ccc(-c2noc(-c3ccccc3-c3ccccc3)n2)cc1,·,-7
CC1(O)C(=O)c2ccccc2N(c2ccccc2)C1=O (centres undefined),·,-6
COc1ccc(Oc2cc(C(F)(F)F)cnc2C(N)=O)cc1,·,5
COC(=O)C1=C(O)CSC1=Nc1cccc(C(F)(F)F)c1,10,-55
Cc1ccc(C2CC(=O)C=C(O)C2)cc1 (centres undefined),·,2

# High-throughput results (PubChem BioAssay)

# A portion of the library. The share of hits here may be higher or lower than overall.
